# High-throughput results deposited in PubChem BioAssay by several laboratories.
# BoNT F protease = blocks Botulinum neurotoxin F light chain protease; Multiplex microsphere protease cleavage assay, flow cytometry; inhibition, % at 10 µM; actives 0.22% (n = 360,000); AID 588497; in the data active = inhibition above about 35%, passing the limit was not always enough; inconclusive = no clear call, values can overlap the other calls; also: plate controls were buffer without enzyme for full effect and enzyme alone for no effect
# BoNT-A LC inh2 = inhibitors of Botulinum neurotoxin A light chain protease; multiplex microsphere protease substrate cleavage, flow cytometry; inhibition, % at 10 µM; actives 0.17% (n = 360,000); also: plate controls were buffer without enzyme for full effect and enzyme alone for no effect
# Mtb UGM inh = inhibitors of M. tuberculosis UDP-galactopyranose mutase; P9WIQ1; purified UGM, fluorescence polarization probe displacement; inhibition, % at 10 µM; actives 0.06% (n = 320,000); in the data active = inhibition above about 10%, passing the limit was not always enough; inconclusive = no clear call, values can overlap the other calls
# Target sequence (P9WIQ1 whole entry, looked up): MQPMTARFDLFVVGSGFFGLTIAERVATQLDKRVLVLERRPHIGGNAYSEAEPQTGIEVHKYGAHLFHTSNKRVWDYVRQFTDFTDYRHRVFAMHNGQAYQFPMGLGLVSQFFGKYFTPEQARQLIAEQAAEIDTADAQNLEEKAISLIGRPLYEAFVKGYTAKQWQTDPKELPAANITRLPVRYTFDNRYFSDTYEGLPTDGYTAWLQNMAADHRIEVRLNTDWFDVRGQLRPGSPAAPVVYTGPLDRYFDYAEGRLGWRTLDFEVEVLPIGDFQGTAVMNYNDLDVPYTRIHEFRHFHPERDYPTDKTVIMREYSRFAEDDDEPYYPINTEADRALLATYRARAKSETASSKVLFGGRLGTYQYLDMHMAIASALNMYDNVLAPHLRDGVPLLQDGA
# PfHsp40 rescue = rescue of PfHsp40-mediated yeast toxicity. S. cerevisiae expressing PfHsp40, growth rescue, ATP luminescence. growth rescue, % at 12.5 µM. actives 0.68% (n = 340,000); in the data active = growth rescue above about 28%, passing the limit was not always enough; inconclusive = no clear call, values can overlap the other calls;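 also: yeast W303a lacking pdr1 and pdr3 grown in galactose medium; growth measured after three days at 30 °C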
# Mtb FBA inh = inhibitors of M. tuberculosis fructose-bisphosphate aldolase; P9WQA3; AID 588726; purified M. tuberculosis FBA, fluorescence read-out; inhibition, % at 1 µM; actives 2.3% (n = 360,000); in the data active = inhibition above about 27%;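 also: 0% = vehicle and 100% = reference inhibitor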
# Target sequence (P9WQA3 whole entry, looked up): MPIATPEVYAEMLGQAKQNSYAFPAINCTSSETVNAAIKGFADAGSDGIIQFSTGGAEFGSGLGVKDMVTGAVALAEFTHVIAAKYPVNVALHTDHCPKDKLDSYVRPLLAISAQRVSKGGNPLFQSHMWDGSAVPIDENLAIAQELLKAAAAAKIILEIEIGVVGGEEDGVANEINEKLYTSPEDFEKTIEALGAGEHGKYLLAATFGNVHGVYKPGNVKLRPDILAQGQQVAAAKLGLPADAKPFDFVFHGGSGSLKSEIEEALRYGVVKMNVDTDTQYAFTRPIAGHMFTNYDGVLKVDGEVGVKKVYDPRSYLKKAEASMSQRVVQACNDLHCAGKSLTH
# FadD28 FP inh = inhibitors of Mycobacterium tuberculosis FadD28 bisubstrate binding; inhibition, % at 12.5 µM; AID 588549; FadD28 bisubstrate probe binding, fluorescence polarization; actives 0.22% (n = 360,000); in the data active = inhibition above about 8.5%, passing the limit was not always enough; inconclusive = no clear call, values can overlap the other calls
# Anthrax LF prot = blocks Bacillus anthracis lethal factor protease; multiplex microsphere protease cleavage assay, LF; inhibition, % at 10 µM; actives 0.12% (n = 360,000); AID 588501; also: plate controls were buffer without enzyme for full effect and enzyme alone for no effect
# GDH-TPI counter = inhibits GDH-TPI coupling enzymes, artifact for Mtb FBA screen | GDH-TPI coupled enzyme counterscreen, NADH absorbance | actives 1.2% (n = 360,000) | inhibition, % at 4.8 µM; in the data active = inhibition above about 30%;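 also: 0% = DMSO wells and 100% = wells lacking the enzyme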
# BioA inh = blocks M. tuberculosis BioA enzyme activity | purified M. tuberculosis BioA enzyme, plate reader | inhibition, % at 9.99 µM | actives 0.096% (n = 360,000); in the data active = inhibition above about 40%; inconclusive = no clear call, values can overlap the other calls
# Numbers without * were called inactive; ? = inconclusive; . = no result given; & = joins results of further samples. Rule as the data show it, unless noted: active = inhibition above about 30%; inconclusive = no clear call, values can overlap the other calls; inactive = below that.
# Values run as follows: BoNT F protease, BoNT-A LC inh2, Mtb UGM inh, PfHsp40 rescue, Mtb FBA inh, FadD28 FP inh, Anthrax LF prot, GDH-TPI counter, BioA inh
O=C(CN1CCCCCCC1)Nc1ccc(Cl)cc1Cl
→ -8, 0.2, 1.5, -1.7, 1, -1.0, -1, 7, .
OC(CNCc1ccc(F)cc1)(c1ccccc1)c1ccc(F)cc1 (configuration not stated)
→ -20, 1.1, 2.6, 0.5, 1, -2.3, -3, -9, -1.1
CCOc1ccc(N2C(=O)NC(=O)/C(=C\c3ccc(N4CCOCC4)cc3C)C2=O)cc1
→ -4, 0.3, 1.0, -1.5, -4, 0.7, -1, 11, .
Oc1ccc(Cc2ccccc2Cl)c(O)c1
→ -3, 0.0, ., 3.5, -2, -16, -9, -14, 3.4
COc1ccc(-c2nc3ccccc3nc2-c2ccccc2)cc1OC
→ ., ., -0.3, 2.6, -2, -3.1, ., 31*, 7.5
Cn1cc(Cl)c(-c2n[nH]c(=S)n2C2CCCCC2)n1
→ 0, 0.2, -2.8, -0.1, 0, -3.2, 1, -10, .
CN1/C(=C/c2cccc[n+]2C)Sc2ccccc21
→ -4, 0.4, 1.2, 1.1, -10, -2.2, 14, -1, 0.6
COc1cc(NC(c2ccccc2)c2ccccc2)cc(OC)c1OC
→ 3, -0.1, 1.6, -1.1, 6, -0.9, 1, 1, .
CCN1CCCC1CN(Cc1cc2cc(C)ccc2[nH]c1=O)C(=O)Nc1ccccc1OC (configuration not stated)
→ 14, 1.4, -1.4, 0.0, -1, -3.8, 6, -2, .
CCCc1cc(=O)[nH]c(SCC(=O)N(Cc2ccccc2)C(C)C)n1
→ 14, -0.5, -0.1, -0.3, 0, -1.6, -5, -14, -0.1
COc1ccccc1CN(C)C(=O)c1sccc1-c1ccccc1
→ -2, 2.9, -3.3, -0.8, -2, -1.6, 1, 4, -0.7
O=C(NCc1ccc2c(c1)OCO2)Nc1ccc2ccccc2c1
→ ., ., -0.2, ., 3, -3.1, ., 2, -2.2
COc1ccccc1NC(=O)C1CC(=O)N(c2ccc(F)cc2)C1 (configuration not stated)
→ 11, 0.3, -2.9, -0.7, -8, -2.1, -2, 7, 0.8
COC(=O)c1c(NC(=O)COc2ccc(Cl)cc2Cl)sc2c1CC(C)(C)NC2(C)C
→ -3, -0.3, -3.8, 0.5, 1, -1.7, 1, 4, -1.4
COc1cc(C(=O)OCC(=O)Nc2cc(S(=O)(=O)N3CCOCC3)ccc2C)ccc1OCC(C)C
→ 2, -1.2, -0.5, 0.5, -3, -0.3, -5, -3, .

# More records follow:
# Values run as follows: BoNT F protease, BoNT-A LC inh2, Mtb UGM inh, PfHsp40 rescue, Mtb FBA inh, FadD28 FP inh, Anthrax LF prot, GDH-TPI counter, BioA inh
O=C(NCc1ccc(F)cc1)C1CCC(CNS(=O)(=O)c2ccccc2)CC1 (configuration not stated)
→ 0, -1.9, 2.0, -0.5, -2, -0.1, 5, -1, 1.1
COc1ccccc1/C=N/N1CCN(c2ccc(Cl)cc2)CC1
→ 4, 2.1, -2.5, 3.3, 0, -1.0, 4, 0, -0.8
Cc1ccccc1-c1nnc(SCc2ccc(F)cc2)o1
→ 7, 1.0, -1.6, -0.6, 7, -4.0, ?, 4, 0.5
CCN(Cc1ccccc1)C(=O)c1c[nH]c2ccc(S(=O)(=O)N(C)CCC#N)cc2c1=O
→ -2, 0.1, 0.9, -1.1, 26, -2.1, -1, 14, .
CCCCN(C(=O)c1cc2c(s1)CCCC2)c1c(N)n(CCC)c(=O)[nH]c1=O
→ -10, -1.4, -1.9, -0.2, -2, -1.6, -1, 5, -1.2
Cc1ccc(NC(=O)c2ccc(Oc3ncccn3)cc2)cc1
→ 1, 0.4, -1.4, 1.7, 1, -1.7, -7, 12, -1.8
CCC(C)CCN1C(Nc2ccccc2)=NC[C@@H]1C (some centres not stated)
→ -7, 0.4, -1.1, -1.3, 0, -1.8, 4, -5, 1.8
Cc1cccc(OCC(O)CN2CC3(C)CC2CC(C)(C)C3)c1 (configuration not stated)
→ 1, 0.2, 2.5, -1.0, 1, -1.4, 0, 10, .
CC(NC(=O)C(C)(C)C)c1nc2ccccc2n1C (configuration not stated)
→ 4, -1.3, -3.7, -0.9, 0, -1.2, -5, -6, -1.9
N#C/C(=C\c1ccc(N2CCOCC2)cc1)c1ccccc1
→ 2, 0.3, 1.6, 3.2, 4, -1.0, -2, 29, -1.2
O=C(COc1ccccc1Br)N1CCN(C(=O)c2cccs2)CC1
→ ., ., -1.9, -2.1, 4, 0.4, ., -1, 1.7
Cc1cc(C)n2nc(-c3cnn(C)c3C(F)(F)F)cc2n1
→ 3, ?, 5.6, -0.9, 1, -5.3, -7, -15, 6.7
COc1ccc(OCCCCn2c(CO)nc3ccccc32)cc1
→ -9, -2.7, -2.0, 0.4, 1, -2.8, -14, 9, 1.1
COc1ccc(CCNC(=O)COC(=O)C23CC4CC(CC(Br)(C4)C2)C3)cc1
→ 0, 0.3, -1.8, -0.5, -5, -0.6, -2, 3, .
N#C/C(=N\Nc1ccc(S(=O)(=O)N2CCc3ccccc32)cc1)C(N)=S
→ -8, -1.9, 0.5, -0.8, -27, 46*, -3, 8, 3.9

# (next part)
# Values run as follows: BoNT F protease, BoNT-A LC inh2, Mtb UGM inh, PfHsp40 rescue, Mtb FBA inh, FadD28 FP inh, Anthrax LF prot, GDH-TPI counter, BioA inh
O=S(=O)(c1cccs1)N1CCN(c2ccc(F)cc2)CC1
→ -14, -2.8, 1.3, -0.9, -1, ., 12, 2, .
CCCOc1ccc(/C(O)=C2/C(=O)C(=O)N(CCCn3ccnc3)C2c2cccnc2)cc1 (configuration not stated)
→ -9, -0.4, 0.3, ., -2, 0.6, 0, 10, -3.5
C[C@H]1CN([C@@H](C)CO)C(=O)Cc2cc(NS(=O)(=O)c3cn(C)cn3)ccc2O[C@@H]1CN(C)C(=O)Nc1ccc(F)cc1
→ 1, 0.0, 5.0, -0.2, -1, -3.0, -4, -2, 1.4&0.3
C=CCC[C@@H](Cc1ccc(F)cc1)C(=O)OCCNC(=O)[C@@H](CC=C)CC(=O)N(CCO)Cc1ccccc1
→ 2, 0.0, 2.2, 20, -2, -4.1, -3, 6, -1.1
CCN(CC)CCCNC(=O)c1cc(-c2ccc(Cl)c(Cl)c2)on1
→ -9, -1.1, 4.1, 1.0, 3, -2.2, -1, 17, -1.3
CC(=O)Nc1ccc(-c2ccnc3c2CC(C)(C(=O)NCC2CC2)O3)cc1 (configuration not stated)
→ -7, -0.2, ., ., 12, -0.4, -2, 2, 0.6
Cn1cnc2c(N/N=C/c3cccs3)ncnc21
→ -43, -8.8, 0.8, -2.2, -2, -2.4, ?, 39*, -0.8
CC(C)CCNC(=O)C1CCN(S(=O)(=O)c2ccc3c(c2)CCC(=O)N3)CC1
→ 8, 0.5, 0.4, -0.9, 1, 0.4, 7, 4, -5.9
Cc1cc(-c2nc(C)c(C(=O)NNC(=O)NC(C)C)s2)no1
→ ?, ?, 3.9, 0.1, 0, -2.3, -1, -3, .
COc1ccc(-c2c(NC(=O)c3ccco3)oc3ccc(Cl)cc3c2=O)cc1
→ -4, 0.4, 1.6, 1.0, 2, -1.9, -2, 24, -1.6
CN(C(=O)c1ccc(N2CCOCC2)c([N+](=O)[O-])c1)C1CCCCC1
→ 13, 0.8, -0.3, -0.4, -2, -1.1, -3, 10, 1.1
CC(=O)Nc1sc2c(c1C(c1ccc(Cl)cc1)N1CCOCC1)CCCC2 (configuration not stated)
→ -2, -1.3, -0.4, 0.2, -2, -4.5, -3, 2, -0.8
O=C(O)CCCNC(=O)c1cncc(O)c1
→ 4, -1.2, -0.5, -1.5, 14, -1.6, -3, 3, -1.3
O=S(=O)(Cc1ccccc1)NCc1cccnc1
→ -2, 0.3, 4.1, -0.7, 0, 0.0, 2, 10, 2.7
Cc1ccc(-c2cc(C(=O)NCCCN3CCCC3)c3ccccc3n2)cc1C
→ -4, -2.9, -2.6, 1.6, 35*, -4.3, -3, 10, 1.7

# Continued:
# Values run as follows: BoNT F protease, BoNT-A LC inh2, Mtb UGM inh, PfHsp40 rescue, Mtb FBA inh, FadD28 FP inh, Anthrax LF prot, GDH-TPI counter, BioA inh
COc1cccc(NC(=O)CN2C(=O)CSc3ccc(S(=O)(=O)N4CCCCC4)cc32)c1
→ 2, 2.8, -1.3, 0.7, -1, -1.5, 1, 3, -1.8
O=C1CCN(S(=O)(=O)c2cc(C(F)(F)F)ccc2Cl)CC1
→ 0, -0.1, -1.4, -1.1, -2, -3.3, -2, -7, -0.7
O=C(NCCCN1CCOCC1)C(=O)NCc1ccccc1Cl
→ -10, -0.9, -1.0, -0.1, 1, -0.8, 0, -2, -2.0
O=C(NN=Cc1ccccc1C(=O)O)C(=O)NN=Cc1ccccc1C(=O)O
→ -2, 0.5, ., -0.6, 2, -2.5, 0, 28, -1.2
CC(NCc1cc(Br)ccc1OCC(=O)NCc1ccccc1)c1ccccc1 (configuration not stated)
→ -13, 0.2, -1.3, -1.2, 2, -4.9, -1, -4, 2.2
COc1cc(COCC(O)CN2CCN(Cc3ccccc3)CC2)cc(OC)c1OC (configuration not stated)
→ -5, -0.9, -1.5, 0.6, -3, -3.8, -2, -3, .
CCN(CC)CCCN1C(=O)CSC1c1ccc([N+](=O)[O-])cc1 (configuration not stated)
→ -3, -0.1, -1.6, 2.7, -10, -3.0, -4, -6, .
NC(=O)C1=C[C@@H](C2CCCCC2)C[C@@H](OCCCCO)O1
→ -3, -0.9, 1.5, 0.1, 2, -0.7, -4, 1, -0.4
COCCCn1c(SCc2nnc(-c3ccc(OC)c(OC)c3)o2)nc2ccccc2c1=O
→ 4, -0.8, -2.0, 1.3, 2, -3.0, -2, 12, 4.5
CN1CCN(C(=O)c2ccc(Oc3ccc([N+](=O)[O-])cc3)cc2)CC1
→ -2, 0.6, -1.2, -0.6, -3, -4.1, -2, -3, 0.6
O=C(NCc1ccc(Cl)cc1)C1CCCN(c2cnccn2)C1 (configuration not stated)
→ 0, -0.8, 2.9, -1.0, 6, 0.0, 2, 15, 1.5
Cc1ccn(CC(=O)N2CCCC(N3CCN(c4ccccc4F)CC3)C2)n1 (configuration not stated)
→ 4, 0.5, ., -0.2, -3, -0.4, -2, -13, -1.4
CC(C)Nc1ncnc2c1nnn2Cc1ccccc1
→ 9, 0.1, -2.5, -1.0, 1, -2.2, 2, -7, 2.8
